zfTRPN1 agonist: zebrafish TRPN1 (NompC) channel agonism | HEK293 zebrafish TRPN1-YFP, Fluo-8 calcium fluorescence; 100% = response to 87 µM carbachol | activation, % at 3 µM | actives 0.18% (n = 220,000) | AID 1424;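 active means activation above its plate's cutoff, the mean activation of test wells on that plate plus 3 SD, cut at about 19% in these data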;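 further: 0% = DMSO alone and 100% = 87 µM carbachol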
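Assay system: Zebrafish TRPN1-YFP in HEK293 cells | Incubation: Dye loading 1 h at 37 °C, then 30 min room temperature | Measured by: Kinetic Fluo-8 fluorescence, ex 470-495, em 515-575 nm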
CHOP inh: blocks CHOP induction under ER stress; AID 2732; CHO-K1 CHOP-promoter luciferase, tunicamycin-induced, 15-18 h; inhibition, % at 10 µM; actives 3.8% (n = 220,000);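 active means compounds that reduced the stress-induced luciferase reporter signal by more than about 70% of percent inhibition, limit read from the data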;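 further: 0% = tunicamycin plus vehicle and 100% = wells without tunicamycin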
EP2 modulator: modulators of human EP2 prostaglandin E2 receptor | induction, % at 25 µM | actives 0.83% (n = 260,000) | EP2-expressing cells, cAMP HTRF FRET, PGE2 co-stimulation;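 active means compounds whose cAMP rise, as percent of the full-agonist control response, exceeds 60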;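 further: rat C6 glioma line stably carrying human EP2 under a CMV promoter; the protocol text gives 20 µM as final concentration; 100% = response of wells given 1 µM PGE2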
Target sequence (P43116 whole entry, looked up): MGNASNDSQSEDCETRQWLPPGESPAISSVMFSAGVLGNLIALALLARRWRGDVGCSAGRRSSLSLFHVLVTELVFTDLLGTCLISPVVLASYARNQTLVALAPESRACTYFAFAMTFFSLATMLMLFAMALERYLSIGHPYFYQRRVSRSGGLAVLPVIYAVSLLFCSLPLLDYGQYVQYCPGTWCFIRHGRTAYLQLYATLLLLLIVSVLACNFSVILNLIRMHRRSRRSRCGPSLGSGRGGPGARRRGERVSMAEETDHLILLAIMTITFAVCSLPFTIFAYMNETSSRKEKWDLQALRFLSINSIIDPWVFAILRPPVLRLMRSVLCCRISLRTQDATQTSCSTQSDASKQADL
S1P4 antag: human S1P4 receptor antagonism | O95977 | S1P4-expressing cells, antagonist mode, reporter read-out | inhibition, % at 4.98 µM | actives 0.26% (n = 220,000) | AID 1510; in the data active means inhibition above about 29%;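 further: 0% = wells stimulated with agonist and 100% = vehicle wells without agonist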
NPY Y1 blocker: blocks the human neuropeptide Y Y1 receptor. HEK293-CNG Y1 cells, membrane potential fluorescence; NPY at EC95, then isoproterenol. actives 1% (n = 200,000). inhibition, % at 3.6 µM. P25929;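 active means inhibition above the campaign mean inhibition of all tested compounds plus 3 SD, cut at about 20% in these data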;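 further: 0% = DMSO wells given NPY plus isoproterenol and 100% = isoproterenol alone without NPY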
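Test system – HEK293 Y1/CNG channel cell line · Also added – NPY agonist 25 nM, then isoproterenol 1 µM plus Ro 20-1724 25 µM · Compound dosing – one concentration, 3.6 µM, in 0.4% DMSO · Schedule – compound incubation 1 h at room temperature, readout 45 min post-stimulation · Technique – fluorescence, membrane potential probe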
S1P4 ag: human S1P4 receptor agonism; O95977; S1P4-expressing cell line, agonist reporter assay; activation, % at 4.98 µM; actives 0.35% (n = 220,000); AID 1509; in the data active means activation above about 11%;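 further: 0% = DMSO vehicle and 100% = reference agonist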
NPY2 pot ag: potentiates or activates human NPY-Y2 receptor | AID 1359 | actives 0.45% (n = 220,000) | cells expressing NPY-Y2, potentiator/agonist read-out | activation, % at 3.6 µM | P49146; in the data active means activation above about 27%;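 further: cells stimulated with NPY near EC25 plus isoproterenol at EC100; 0% = vehicle plus submaximal agonist and 100% = vehicle plus saturating agonist; some results beyond the cut were filed as inactive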
Target sequence (P49146 whole entry, looked up): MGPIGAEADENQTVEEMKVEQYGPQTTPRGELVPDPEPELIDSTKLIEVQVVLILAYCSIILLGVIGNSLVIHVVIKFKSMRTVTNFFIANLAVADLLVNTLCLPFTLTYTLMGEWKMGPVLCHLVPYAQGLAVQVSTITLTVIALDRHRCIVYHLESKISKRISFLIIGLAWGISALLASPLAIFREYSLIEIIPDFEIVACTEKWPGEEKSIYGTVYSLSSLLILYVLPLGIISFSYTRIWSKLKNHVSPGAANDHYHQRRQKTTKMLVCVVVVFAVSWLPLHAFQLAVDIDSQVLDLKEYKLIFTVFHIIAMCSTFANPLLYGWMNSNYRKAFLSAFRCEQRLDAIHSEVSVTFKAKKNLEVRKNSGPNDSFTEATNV
TRPML3 ag: activates the human TRPML3 channel; Q8TDD5; HEK293 TRPML3-YFP, Fluo-8 calcium fluorescence; 100% = the carbachol control signal; activation, % at 3 µM; AID 1448; actives 0.29% (n = 220,000);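 active means activation above its plate's cutoff, the mean activation of the plate's test wells plus 3 SD, cut at about 12% in these data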;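 further: 0% = DMSO only wells and 100% = carbachol wells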
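Test system: HEK293 cells stably carrying human TRPML3-YFP; Doses: single dose, 3 µM final nominal compound, 0.3% DMSO final; Schedule: dye loading 1 h 37 °C then 30 min ambient, 125 s read; Technique: Fluo-8 calcium fluorescence; Benchmarks: high control carbachol 87 µM, low control DMSO.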
NPY1 pot ag: potentiators or agonists of human neuropeptide Y receptor Y1; P25929; NPY-Y1 expressing cells, potentiator/agonist activation; actives 0.37% (n = 220,000); activation, % at 3.6 µM; in the data active means activation above about 33%, passing the limit was not always enough;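 further: cells stimulated with NPY at EC10 then isoproterenol at EC100; 0% = low agonist plus stimulus and 100% = saturating agonist plus stimulus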
An asterisk follows results filed as active; x = no result given. Outcome played no part in choosing rows. Share with any hit: about 6.5%.

The first 5 entries, ahead of the listing:
Abbreviations: A = zfTRPN1 agonist; B = CHOP inh; C = EP2 modulator; D = S1P4 antag; E = NPY Y1 blocker; F = S1P4 ag; G = NPY2 pot ag; H = TRPML3 ag; I = NPY1 pot ag
> Cc1ccnc(NC(=O)C(C)n2cc([N+](=O)[O-])cn2)c1 (stereo not given)
  A: 0.5 | B: 15 | C: 3 | D: -20 | E: 5 | F: 2.3 | G: 3 | H: 0.4 | I: 18

> Cc1noc(C)c1CSc1nc2ccccc2n1C
  A: -0.8 | B: -22 | C: -4 | D: -14 | E: 4 | F: 1.3 | G: 6 | H: 0.6 | I: 11

> CCCCSc1nc(C)c(C(C)=O)cc1C#N
  A: -0.1 | B: 56 | C: 41 | D: 1 | E: 5 | F: 0.6 | G: -18 | H: -0.6 | I: -40

> CN(Cc1ccccc1)S(=O)(=O)c1ccc2c(c1)NC(=O)CC(=O)N2
  A: 0.7 | B: 18 | C: -12 | D: -12 | E: 2 | F: -0.8 | G: 2 | H: 0.6 | I: 6

> CCN(CC)S(=O)(=O)c1cc([N+](=O)[O-])ccc1NNC(=O)Nc1ccc(Cl)c(Cl)c1
  A: 4.0 | B: 59 | C: -20 | D: 14 | E: -1 | F: -0.6 | G: 19 | H: 1.3 | I: 17

This part in full, from the first entry:
Abbreviations: A = zfTRPN1 agonist; B = CHOP inh; C = EP2 modulator; D = S1P4 antag; E = NPY Y1 blocker; F = S1P4 ag; G = NPY2 pot ag; H = TRPML3 ag; I = NPY1 pot ag
> Cc1ccnc(NC(=O)C(C)n2cc([N+](=O)[O-])cn2)c1 (stereo not given)
  A: 0.5 | B: 15 | C: 3 | D: -20 | E: 5 | F: 2.3 | G: 3 | H: 0.4 | I: 18

> Cc1noc(C)c1CSc1nc2ccccc2n1C
  A: -0.8 | B: -22 | C: -4 | D: -14 | E: 4 | F: 1.3 | G: 6 | H: 0.6 | I: 11

> CCCCSc1nc(C)c(C(C)=O)cc1C#N
  A: -0.1 | B: 56 | C: 41 | D: 1 | E: 5 | F: 0.6 | G: -18 | H: -0.6 | I: -40

> CN(Cc1ccccc1)S(=O)(=O)c1ccc2c(c1)NC(=O)CC(=O)N2
  A: 0.7 | B: 18 | C: -12 | D: -12 | E: 2 | F: -0.8 | G: 2 | H: 0.6 | I: 6

> CCN(CC)S(=O)(=O)c1cc([N+](=O)[O-])ccc1NNC(=O)Nc1ccc(Cl)c(Cl)c1
  A: 4.0 | B: 59 | C: -20 | D: 14 | E: -1 | F: -0.6 | G: 19 | H: 1.3 | I: 17

> COc1cc(OC)c(C(=O)COc2ncnc3ccccc23)c(OC)c1
  A: 0.7 | B: 22 | C: 25 | D: 7 | E: 7 | F: -0.4 | G: 6 | H: 0.2 | I: 6

> O=C(O)CN1C(=O)C2C3CC(C2C1=O)C1C(c2ccccc2)c2sc(=O)[nH]c2SC31 (stereo not given)
  A: 0.3 | B: 16 | C: 30 | D: -6 | E: 3 | F: 0.2 | G: -22 | H: 0.5 | I: 4

> CC1SC(C)C(=O)N(CC(=O)Nc2ccc([N+](=O)[O-])cc2)C1=O (stereo not given)
  A: 1.0 | B: 17 | C: -29 | D: 13 | E: -2 | F: -2.5 | G: -2 | H: 0.3 | I: -11

> COc1ccccc1OCc1ccc(C(=O)N2CCN3CCCC3C2)cc1 (stereo not given)
  A: 0.8 | B: 7 | C: -25 | D: 8 | E: 6 | F: -0.9 | G: -20 | H: 0.7 | I: -12

> Cc1ccccc1CSCCNC(=O)CN(c1ccc2c(c1)OCO2)S(C)(=O)=O
  A: 0.9 | B: -10 | C: 9 | D: -12 | E: -1 | F: -0.9 | G: -2 | H: -0.6 | I: -1

> O=C(Nc1ccc(Br)cc1)c1cccc(NC(=O)C2C3CC4OC(=O)C2C4C3)c1 (stereo not given)
  A: 0.9 | B: -8 | C: -19 | D: 9 | E: -2 | F: 1.3 | G: 2 | H: 0.1 | I: 4

> COc1cc(N=c2ssnc2Cl)cc(OC)c1
  A: 0.0 | B: 106* | C: -6 | D: -11 | E: 4 | F: 2.1 | G: 3 | H: -0.3 | I: -20

> CCOc1ncccc1C(=O)OCC(=O)Nc1ncc(C(F)(F)F)cc1Cl
  A: -1.4 | B: 27 | C: 22 | D: 3 | E: 4 | F: -2.6 | G: -19 | H: -0.8 | I: -7

> COC(=O)C(CO)NC(=O)C(C)NC(=O)CNC(=O)OCc1ccccc1 (stereo not given)
  A: -0.1 | B: -11 | C: -1 | D: -11 | E: 4 | F: -1.4 | G: 1 | H: -0.4 | I: 5

> CCOC(=O)C(NCc1ccccc1OC)(NC(=O)c1ccccc1)C(F)(F)F (stereo not given)
  A: 0.7 | B: -2 | C: 44 | D: -3 | E: -4 | F: -1.5 | G: -8 | H: -0.3 | I: 8

> O=C(CSc1nnc(CCCO)n1-c1ccccc1)Nc1nccs1
  A: 0.8 | B: 85* | C: 27 | D: -12 | E: -4 | F: -0.2 | G: 6 | H: 0.9 | I: 10

> CC1(C)CC(c2nc(-c3ccc(Cl)cc3)cs2)CCS1 (stereo not given)
  A: -0.6 | B: -7 | C: 29 | D: -15 | E: 5 | F: 0.3 | G: -18 | H: 0.0 | I: -13

> OCCNCCNCc1ccccc1OCc1ccccc1
  A: 1.9 | B: -2 | C: 7 | D: 2 | E: 4 | F: 0.9 | G: -18 | H: 0.9 | I: -32

> CC(C)CN1C(=O)C(=O)N(CC(=O)N2CCC(Cc3ccccc3)CC2)C1=O
  A: -1.2 | B: 14 | C: 14 | D: -20 | E: 6 | F: -1.1 | G: -5 | H: 2.7 | I: 6

> O=C(CCSCCC(=O)NCC1CCCO1)NCC1CCCO1 (stereo not given)
  A: -0.2 | B: 9 | C: 31 | D: 2 | E: 3 | F: 1.7 | G: 12 | H: 0.3 | I: -15

> Cc1cccc(OCc2nnc(SCC(=O)Nc3sc(C)c(C)c3C#N)n2C)c1
  A: 0.3 | B: 26 | C: 9 | D: 8 | E: -7 | F: 0.3 | G: -21 | H: 0.6 | I: -16

> O=S(=O)(c1ccc(Cl)c(C(F)(F)F)c1)N1CCN(CC(O)COCC2CCCO2)CC1 (stereo not given)
  A: -0.4 | B: 62 | C: 0 | D: 2 | E: -3 | F: -1.5 | G: 4 | H: 1.6 | I: 23

> Cc1cccc2nc(CSc3nc4ccc([N+](=O)[O-])cc4[nH]3)cn12
  A: -0.5 | B: 18 | C: 13 | D: -19 | E: -3 | F: 1.7 | G: 0 | H: -0.2 | I: -8

> CC(C)CN1C(=O)c2ccccc2C1(O)Cc1ccccc1 (stereo not given)
  A: -1.2 | B: 60 | C: 55 | D: -14 | E: 10 | F: 0.6 | G: -20 | H: -0.4 | I: -12

> COc1ccc(NS(=O)(=O)c2ccc(-n3nnc4ccccc43)c([N+](=O)[O-])c2)cc1
  A: 8.2 | B: 19 | C: -31 | D: 6 | E: -1 | F: -1.9 | G: -5 | H: 1.7 | I: 32

Remaining list, next part:
Order of values – zfTRPN1 agonist, CHOP inh, EP2 modulator, S1P4 antag, NPY Y1 blocker, S1P4 ag, NPY2 pot ag, TRPML3 ag, NPY1 pot ag
O=C(Nc1cc([N+](=O)[O-])ccc1N1CCCC1)c1ccco1
 : -2.3, 1, 11, -8, -4, 0.4, 11, 0.6, 1
CCC(C)(C(=O)NC1CCCC1)N(Cc1cccs1)C(C)=O (stereo not given)
 : 0.3, -8, 12, -12, -3, 6.1, 7, 0.4, -16
CCCN(Cc1ccccc1)C(=S)Nc1ccc(C(C)=O)cc1
 : -1.2, -4, -2, 4, 6, 0.4, -11, 0.7, 0
COc1ccc(NC(=O)/C(=C\c2cc(OC)c(OC)cc2[N+](=O)[O-])NC(=O)c2ccccc2)cc1
 : -1.6, 0, 23, -5, -3, 1.1, 3, -1.2, -10
CCOc1cccc(/C=C/c2cc(C(=O)O)c3ccccc3n2)c1OC
 : -0.2, 10, 5, -15, x, 1.8, -6, 0.5, 10
O=S(=O)(NCc1ccc(F)cc1)c1ccc2c(c1)OCCO2
 : 0.8, 1, -12, -6, 7, 0.0, -1, -0.2, -9
Cc1cc(Nc2ccc(F)cc2C)n2ncnc2n1
 : 0.5, -12, 3, 0, 2, -0.2, 5, 0.2, -3
CCCOc1ccc(C(=O)NCCc2ccccc2)cc1
 : -2.8, 22, -34, -1, 5, 1.5, 4, -0.6, -7
CCOC(=O)C1C(CC)NC(=S)NC1(C)O (stereo not given)
 : 0.3, 11, -14, -10, 2, -0.1, -4, 0.2, 3
Cc1cc(-n2nc(C)cc2C)n2ncc(-c3ccccc3)c2n1
 : -2.8, -5, -21, 16, 0, -1.2, 11, -2.0, 8
CCCCN1C(=O)CCC(C(=O)O)C1c1ccccc1 (stereo not given)
 : 0.5, 9, -2, 3, -1, -0.2, -19, 0.8, -10
CCOc1ccccc1C(=O)NC(C(=O)OCC(=O)Nc1nnc(-c2ccccc2)o1)C(C)C (stereo not given)
 : -0.3, -21, 2, -3, 12, -0.4, 1, 0.7, 7
CCC(=O)N(Cc1cc(=O)[nH]c2ccccc12)c1ccccc1
 : -1.9, 2, 6, -10, x, -0.6, -5, 2.0, 28
Cc1ccc(Sc2cc(N3CCOCC3)nc(-c3ccccc3)n2)cc1
 : 0.0, 25, 7, -1, -3, -1.2, -1, 0.9, 13
CC1(C)CC(=O)C(C=NCCN2CCN(CC(=O)Nc3ccc(F)cc3)CC2)=C(O)C1
 : 0.3, 27, -31, 1, x, -0.1, 9, 0.8, 2
COc1ccc(-c2cn[nH]c2C)cc1
 : -0.1, 34, -4, -21, x, 1.4, -1, 0.2, -1
Cc1ccc(NC(=O)c2ccccc2Cl)cc1-n1cnnn1
 : 1.8, 4, -8, 5, -1, -0.2, 0, 0.2, 7
O=c1cc(N2CCc3ccccc3C2)[nH]c(=O)n1Cc1ccc(F)cc1
 : 0.6, -1, 22, 5, 3, -3.0, -2, 0.1, -11
CCOc1ccccc1Cn1c(=O)oc2ccc(C)cc21
 : -1.8, 10, 77*, -8, 19, 1.9, -13, -1.2, -24
O=S(=O)(c1ccccc1)c1cnn(-c2ccccc2)c1-c1ccc(Cl)cc1
 : -0.7, 53, 28, 2, -2, 2.1, -12, 0.7, -11
O=C(CC1(O)C(=O)Nc2ccccc21)c1ccccc1O (stereo not given)
 : 0.7, 7, 1, -10, 1, -1.6, -3, 1.2, -28
COCc1[nH]nc2c1C(c1sccc1C)C(C#N)=C(N)O2 (stereo not given)
 : 0.6, 11, -12, 0, 0, -0.1, -1, 0.4, -8
COC(=O)CC1C(=O)NCCN1C(=O)CSc1nnnn1-c1ccc(Cl)cc1 (stereo not given)
 : 1.9, 2, 16, -7, 2, -0.1, -5, 0.1, -2

Assay outcomes: PubChem BioAssay, several laboratories
